BAZ2B block = qHTS Assay for Inhibitors of BAZ2B. Bromodomain adjacent to zinc finger domain protein 2B (Homo sapiens), Q9UIF8. AlphaScreen BAZ2B-H3K14Ac peptide displacement. Potency, µM (titrated, usually from 114 µM), for the others: at the highest dose activity change, negative = inhibition, actives largely listed as inhibitors. 360,000 compounds, 4.4% hits. AID 504333, 2011; also: % is scaled to controls: 0 for no effect and ±100 for the full control effect; nearly all actives have a fitted effect of over 60% in size
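Inhibition is scored as reduced AlphaScreen emission. The BAZ2B/b-H3(5-23)K14Ac complex (50 nM each) in PBS pH 7.4, 0.01% Tween-20 meets compound (up to 110 uM) for 30 min at RT before bead addition.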
POLB inh = qHTS Assay for Inhibitors of DNA Polymerase Beta. P06746. Pol beta primer extension/strand displacement, fluorescence kinetic. Potency, µM (titrated, usually from 114 µM), for inactives: at the top dose activity change, negative = inhibition, most hits filed as inhibitors. 340,000 compounds, 1.3% hits. AID 485314, 2010; also: % is scaled to controls: 0 for no effect and ±100 for the full control effect
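Pol beta (10 nM) and compounds were preincubated 15 min at room temperature, then 50 nM substrate (final) started primer extension/strand displacement. Reads were taken at 0 and 10 min; concentration-response data were fitted to a four-parameter Hill equation.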
Pol iota inh = qHTS for Inhibitors of Polymerase Iota. Pol iota fluorescent replication assay, 10 min. Potency, µM (series often up to 115 µM), without a hit: top-dose activity, negative = inhibition, hits mostly inhibitors. 390,000 compounds, 1% hits
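Fluorescent replication assay read twice, at 0 min and 10 min after adding 50 nM (final) substrate. Enzyme (10 nM) and compounds were first incubated 15 min at room temperature; enzyme-free buffer wells were negative controls.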
Anesthetic bind = qHTS Assay for Identification of Novel General Anesthetics; 350,000 compounds, 0.074% hits; Potency, µM (top dose mostly 77.5 µM), for the others: at the highest dose activity change, negative = displacement, hits mostly inhibitors; apoferritin/1-aminoanthracene competitive binding, fluorescence; AID 485281, 2010; also: % is scaled to controls: 0 for no effect and ±100 for the full control effect; nearly all actives have a fitted effect of over 20% in size
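Read-out: endpoint 1-AMA fluorescence, excitation 380 nm and emission 535 nm, after compounds sit 10 min at room temperature with 10 uM horse-spleen apoferritin in 50% saturated 1-AMA/PBS. Values come from four-parameter Hill fits.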
BLM helicase inh = qHTS Assay for Inhibitors of Bloom's syndrome helicase (BLM); RecQ-like DNA helicase BLM (Homo sapiens), P54132; recombinant BLM DNA unwinding, fluorescence dequenching; Potency, µM (highest dose often 56.1 µM), for inactives: top-dose activity change, negative = inhibition, actives largely listed as inhibitors; 350,000 compounds, 0.2% hits; AID 2528, 2010;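 also: plate controls were vehicle for no effect and no enzyme for full effect; nearly all actives have a fitted effect of over 35% in size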
Target sequence (P54132 whole entry, looked up): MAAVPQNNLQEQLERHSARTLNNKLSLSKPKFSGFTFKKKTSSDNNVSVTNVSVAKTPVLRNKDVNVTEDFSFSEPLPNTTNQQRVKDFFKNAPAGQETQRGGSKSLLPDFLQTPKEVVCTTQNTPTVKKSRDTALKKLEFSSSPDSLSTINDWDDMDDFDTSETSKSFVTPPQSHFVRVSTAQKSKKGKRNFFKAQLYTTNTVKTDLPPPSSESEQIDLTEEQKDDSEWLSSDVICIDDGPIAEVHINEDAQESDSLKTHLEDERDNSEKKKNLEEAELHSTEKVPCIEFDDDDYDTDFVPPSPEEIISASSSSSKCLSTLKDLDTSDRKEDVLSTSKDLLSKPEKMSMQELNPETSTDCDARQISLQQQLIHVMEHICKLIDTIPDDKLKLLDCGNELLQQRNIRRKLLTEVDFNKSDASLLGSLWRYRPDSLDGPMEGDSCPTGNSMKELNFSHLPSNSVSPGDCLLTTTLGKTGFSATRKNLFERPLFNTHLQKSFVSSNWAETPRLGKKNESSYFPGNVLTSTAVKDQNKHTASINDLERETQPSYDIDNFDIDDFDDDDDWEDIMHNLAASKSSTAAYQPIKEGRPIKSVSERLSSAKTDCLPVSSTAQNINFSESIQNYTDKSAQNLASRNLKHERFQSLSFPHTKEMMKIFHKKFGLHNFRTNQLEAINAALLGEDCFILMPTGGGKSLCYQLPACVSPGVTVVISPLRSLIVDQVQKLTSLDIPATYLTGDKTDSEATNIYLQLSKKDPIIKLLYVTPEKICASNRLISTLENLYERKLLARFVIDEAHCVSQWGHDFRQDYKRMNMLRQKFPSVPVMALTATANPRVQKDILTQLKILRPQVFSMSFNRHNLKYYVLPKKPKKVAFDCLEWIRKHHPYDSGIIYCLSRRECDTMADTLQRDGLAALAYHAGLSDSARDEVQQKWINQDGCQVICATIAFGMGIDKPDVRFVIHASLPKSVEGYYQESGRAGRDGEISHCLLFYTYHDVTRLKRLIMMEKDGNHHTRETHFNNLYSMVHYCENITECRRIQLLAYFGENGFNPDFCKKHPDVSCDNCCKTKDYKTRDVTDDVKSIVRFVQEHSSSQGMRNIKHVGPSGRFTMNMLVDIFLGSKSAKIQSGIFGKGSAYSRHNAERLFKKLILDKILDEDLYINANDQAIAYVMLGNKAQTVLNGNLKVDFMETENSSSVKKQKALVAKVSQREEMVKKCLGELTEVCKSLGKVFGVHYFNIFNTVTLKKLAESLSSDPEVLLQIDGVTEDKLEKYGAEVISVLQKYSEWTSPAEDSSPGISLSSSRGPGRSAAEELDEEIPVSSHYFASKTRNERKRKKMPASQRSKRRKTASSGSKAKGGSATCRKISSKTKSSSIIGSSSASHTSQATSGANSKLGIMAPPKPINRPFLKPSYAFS
G9a block = qHTS Assay for Inhibitors of Histone Lysine Methyltransferase G9a. Histone-lysine N-methyltransferase EHMT2 (Homo sapiens), Q96KQ7. G9a H3K9 monomethylation, AlphaScreen, 2 h. 350,000 compounds, 8.8% hits. Potency, µM (highest dose often 102 µM), for inactives: at the top dose activity, negative = inhibition, usual class: inhibitors; also: % is scaled to controls: 0 for no effect and ±100 for the full control effect; nearly all actives have a fitted effect of over 75% in size
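Methyltransferase reactions run at room temperature for 2 h (20 nM enzyme, 500 nM biotin-H3K9 peptide, 20 uM SAM) after a 15 min compound preincubation; product detected by AlphaScreen beads and anti-H3K9me1 antibody.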
APE1 inh = qHTS Assay for Inhibitors of the Human Apurinic/apyrimidinic Endonuclease 1 (APE1); DNA repair nuclease/redox regulator APEX1 (Homo sapiens), P27695; recombinant APE1, TAMRA/BHQ-2 abasic DNA cleavage fluorescence; Potency, µM (titrated, usually from 65.8 µM), for the others: at the highest dose activity change, negative = inhibition, usual class: inhibitors; 350,000 compounds, 0.35% hits; AID 2517, 2012;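 also: plate controls were vehicle for no effect and reference inhibitor for full effect; nearly all actives have a fitted effect of over 55% in size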
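Step 1: APE1 (0.75 nM) with compound, 15 min RT. Step 2: add 50 nM fluorophore/quencher THF duplex. Step 3: three fluorescence reads 60 s apart (525/598 nm); read 3 minus read 1 = reaction progress.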
POLH inh = qHTS for Inhibitors of Polymerase Eta. DNA polymerase eta (Homo sapiens), Q9Y253. recombinant Pol eta, fluorescent DNA replication assay. Potency, µM (top dose mostly 114 µM), for inactives: at the top dose activity change, negative = inhibition, most hits filed as inhibitors. 390,000 compounds, 1.2% hits. AID 588591, 2011; also: % is scaled to controls: 0 for no effect and ±100 for the full control effect
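Pol eta at 10 nM preincubated with compounds 15 min at room temperature; reaction started with fluorescent substrate (50 nM final) and read kinetically at 0 and 10 min.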
POLK inh = qHTS for Inhibitors of Polymerase Kappa. AID 588579, 2011. 400,000 compounds, 0.53% hits. purified Pol kappa, fluorescent DNA synthesis assay, 10 min. Potency, µM (top dose mostly 107 µM), for the others: top-dose activity, negative = inhibition, usual class: inhibitors. DNA polymerase kappa (Homo sapiens), Q9UBT6; also: % is scaled to controls: 0 for no effect and ±100 for the full control effect
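Enzyme at 10 nM met test compounds for 15 min at room temperature. Substrate addition (50 nM final) began the reaction, which was monitored by fluorescence at 0 and 10 min.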
An asterisk follows results filed as active; ? = inconclusive; . = no result given; [ ] = dose if it differs, or a comment. Calls follow the shape of the dose curve; as a rule, active = well fitted curve in the direction sought with a large enough effect; inconclusive = small, poorly fitted or top-dose-only effect, or another doubt; inactive = no such curve, though single readings can be large; an effect the other way counts as inactive or inconclusive. Potency is read from the fitted curve at half-maximal effect. Some of the compounds tested; count on the stated rates, not on these rows.

molecule	BAZ2B block	POLB inh	Pol iota inh	Anesthetic bind	BLM helicase inh	G9a block	APE1 inh	POLH inh	POLK inh
C/C(=N\NC(=O)c1c(Br)cnn1C)c1ccc(NC(=O)c2ccc(F)cc2)cc1	-17%	9%	-4%	-2%	-1%	3%	1%	0%	8%
O=C1C(Cl)=C(NCCN2CCCCC2)C(=O)c2ccccc21	?	8%	?	-15%	?	50µM*	?	-12%	9%
Cc1cccc(NC(=O)c2ccc(Cl)c(NC(=O)c3ccncc3)c2)c1C	4%	2%	21%	?	-1%	-7%	2%	-9%	-3%
O=C(Nc1ccc2c(c1)OCO2)Nc1ccc(Cl)cc1Cl	9%	0%	31%[activator]	-8%	-5%	14%[59 µM]	11%	-4%	-12%
O=C(N=C1SCC(=O)N1c1ccccc1Cl)c1ccco1	-4%	0%	7%	?	-3%	50µM*	-5%	-19%	-8%
C/C(=N\NC(=O)CNc1cccc(C(F)(F)F)c1)c1cccs1	-4%	9%	15%	?	-6%	-2%	-5%	-12%	-11%
NC(=O)c1ccc(-n2nnnc2Oc2ccc(Br)cc2)cc1	5%	11%	106%[activator]	-2%	4%	15%	-1%	-17%	-10%
Cc1ccccc1NC(=O)C1CCCN(S(=O)(=O)c2ccc(-n3cnnn3)cc2)C1 (stereo not drawn)	2%	-12%	-9%	-6%	-1%	23%[59 µM]	26%[12.4 µM]	1%	-4%
CC(=O)c1cccc(OCC(=O)Nc2cccc(C(=O)Nc3c(C)n(C)n(-c4ccccc4)c3=O)c2)c1	4%	.	-9%	.	.	-9%[2.33 µM]	24%	-14%	-14%
CN(C(=O)CSc1nc2c(c(=O)[nH]1)CCCC2)C1CCCCC1	-4%	10%	16%	6%	-10%	15%[59 µM]	12%	-10%	1%
Cc1cc(C)c(C#N)c(Sc2ccccc2N)n1	-23%	?	22%	-10%	-8%	7.9µM*	-6%	-14%	2%
CS(=O)(=O)N(CC(=O)Nc1ccc(F)c(F)c1)c1cccc([N+](=O)[O-])c1	-18%	-1%	16%	-3%	-6%	2%[59 µM]	0%	-18%	-2%
CCN(CCn1cccn1)C(=O)CCc1nnc(-c2ccccc2)o1	0%	18%	-12%	?	-5%	-6%	2%	-14%	12%[60.1 µM]
CCOC(=O)C(C)n1cnc2c(nnn2-c2ccccc2)c1=O (stereo not drawn)	-22%	21%	14%	-10%	0%	15%	11%	-25%	-3%
O=C(CCC(=O)OC(C(=O)c1ccccc1)c1ccccc1)Nc1ccccc1 (stereo not drawn)	-5%	2%	13%	?	-14%	-1%[59 µM]	3%	-13%	8%
O=C(O)CSC1c2ccccc2C(=O)N1c1ccccc1 (stereo not drawn)	7%	-11%	-12%	-2%	1%	17%[59 µM]	-4%	-5%	6%
Cc1cc(C(=O)NNC(=S)Nc2cccc(C(F)(F)F)c2)nn1C	-19%	6%	42%[activator]	-12%	-4%	37%[12.7 µM]	-1%	-5%	-3%
Cc1onc(-c2c(F)cccc2Cl)c1C(=O)Nc1ccc(Cl)c(S(=O)(=O)N(C)C)c1	12%	.	0%	.	.	17%[2.33 µM]	-10%	-1%	4%
COc1ccccc1C(=O)N1CCN(C(=O)c2ccncc2)CC1	-9%	-2%	3%	12%	0%	8%[12.7 µM]	11%	-15%	-7%
O=C(CSc1nnc(NC(=O)C2CC(=O)N(c3ccc(F)cc3)C2)s1)NCC1CCCO1 (stereo not drawn)	-6%	3%	8%	-5%	-4%	45µM*	-1%	4%	-8%
O=C(CCN1C(=O)/C(=C/c2ccc(F)cc2)SC1=S)NCCc1cnc[nH]1	18µM*	-1%	4%	-21%	-8%	28µM*	7%	?	0%
CC(C)(C)NC(=O)[C@@H]1C[C@H]2CCCC[C@@H]2CN1C[C@H](O)[C@H](Cc1ccccc1)NC(=O)[C@@H](CC(N)=O)NC(=O)c1ccc2ccccc2n1	.	.	.	?	-6%[21.4 µM]	2%[21.5 µM]	-4%[21 µM]	.	-5%[12 µM]
Cc1cc(Cl)ccc1Oc1ncnc2onc(C)c12	-10%	0%	24%	-10%	-4%	2%	4%	-15%	-8%
C=CCNc1nc(NC(C)(C)CO)nc(OC)n1	9%	36%	1%	1%	5%	-8%[59 µM]	15%	9%	-1%
CC(C)Cn1c(=O)c(C(=O)NCc2ccccn2)c(O)c2ccccc21	52%[activator]	-4%	-8%	-13%	1%	75%[activator][59 µM]	-2%	-14%	-15%
Cc1ccccc1N1C(=O)C(Oc2ccc(Cl)cc2)C1CNC(C)(C)C (stereo not drawn)	-9%	0%	-10%	-11%	0%	15%[59 µM]	19%	-17%	-5%
Cc1cccc(CNC(=O)CCc2nnc(C3CCCCC3)o2)c1	1%	1%	?	-15%	1%	0%	-1%	-19%	7%
CCOC(=O)CN1C(=O)N[C@@H](CCc2ccccc2)[C@@H](C(=O)OC)[C@H]1C	.	.	-8%	.	-4%[12.4 µM]	.	1%[12.4 µM]	-9%	-10%
COc1ccccc1-c1nnc(SCC(=O)Nc2nc(-c3ccccc3)cs2)n1C	?	-19%	-7%	1%	7%	?	1%	-3%	-25%
O=C(NC1CC1)C(Cl)c1ccccc1 (stereo not drawn)	1%	32%	20%	-15%	-3%	12%	33%	-4%	-5%
COc1cccc(NS(=O)(=O)c2ccc(Br)s2)c1	0%	8%	-2%	?	-15%	-4%[12.7 µM]	-5%	-1%	-27%
O=c1c2ccccc2nnn1CSc1nc2ccccc2[nH]1	-2%	?	210%[activator]	1%	1%	-19%	?	-1%	-13%
Cc1c(NC(=O)Nc2ccccc2C(F)(F)F)sc2nc3n(c(=O)c12)CCC(C)CC3 (stereo not drawn)	-8%	28%	16%	-6%	-2%	-3%[59 µM]	.	-5%	13%
Cc1c(C(=O)N2CCCCCC2)c(S(=O)(=O)N(Cc2ccccc2)C(C)(C)C)c(C)n1C	?	-1%	15%	6%	-3%	10%[59 µM]	.	-14%	1%
Cc1cc(C(=O)COC(=O)Cc2n[nH]c(=O)c3ccccc23)c(C)n1CC(F)(F)F	-3%	.	80%[activator]	.	.	5%[0.501 µM]	20%	-17%	-4%
O=C(c1ccc(-c2ccccc2)cc1)N1CCCC1	.	16%	19%	-14%	-2%	8%[59 µM]	-2%	-11%	-5%
Cc1ccc(NC(=O)CCN2C(=O)C3CCCCC3C2=O)c(O)c1 (stereo not drawn)	7%	.	48%[activator]	.	.	?	7%	-15%	0%
CC(C)NC(=O)COc1ccc(/C=N/NS(=O)(=O)c2ccccc2)cc1	4%	37%[activator]	-4%	-6%	0%	?	0%	-1%	0%
COc1ccc(NC(=O)COC(=O)c2cc(C)oc2C)cc1OC	6%	.	44%[activator]	.	.	-12%[12.7 µM]	2%	-25%	-1%

Molecules shown so far that contain an aryl thioether with sulfur outside any ring (5):
molecule	BAZ2B block	POLB inh	Pol iota inh	Anesthetic bind	BLM helicase inh	G9a block	APE1 inh	POLH inh	POLK inh
CN(C(=O)CSc1nc2c(c(=O)[nH]1)CCCC2)C1CCCCC1	-4%	10%	16%	6%	-10%	15%[59 µM]	12%	-10%	1%
Cc1cc(C)c(C#N)c(Sc2ccccc2N)n1	-23%	?	22%	-10%	-8%	7.9µM*	-6%	-14%	2%
O=C(CSc1nnc(NC(=O)C2CC(=O)N(c3ccc(F)cc3)C2)s1)NCC1CCCO1 (stereo not drawn)	-6%	3%	8%	-5%	-4%	45µM*	-1%	4%	-8%
COc1ccccc1-c1nnc(SCC(=O)Nc2nc(-c3ccccc3)cs2)n1C	?	-19%	-7%	1%	7%	?	1%	-3%	-25%
O=c1c2ccccc2nnn1CSc1nc2ccccc2[nH]1	-2%	?	210%[activator]	1%	1%	-19%	?	-1%	-13%
